# Screening data from PubChem BioAssay.
# PI5P4Ka inh = PI5P4K alpha (human) kinase inhibition. P48426. PI5P4Kalpha enzyme, ADP-Glo luminescence, 60 min; hits give low values. max response, %. actives 1.2% (n = 330,000); active = max response of -50% or lower; inconclusive = between -30% and -50%; inactive = -30% or higher; note: value at the top dose of about 77 µM; % is set by controls: 0 for no effect and ±100 for the full control effect
#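 Human PI5P4Kalpha with substrate in 0.038 M HEPES pH 7.4, 0.28 mM EGTA, 0.1% CHAPS, 5% DMSO; reaction started with 5 microM ATP (final), 60 min at room temperature. ADP formed read by ADP-Glo luminescence.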
# D3 antag = antagonists of human D3 dopamine receptor | P35462 | AID 652054 | actives 2.5% (n = 360,000) | max response, negative = inhibition, % | D3R cells, DiscoveRx beta-arrestin luminescence, antagonist mode; hits give low values; in the data active = max response below about -50%; inconclusive = no clear call, values can overlap the other calls; note: % is set by controls: 0 for no effect and ±100 for the full control effect; mostly tested at two doses, the higher about 12 µM
# Target sequence (P35462 whole entry, looked up): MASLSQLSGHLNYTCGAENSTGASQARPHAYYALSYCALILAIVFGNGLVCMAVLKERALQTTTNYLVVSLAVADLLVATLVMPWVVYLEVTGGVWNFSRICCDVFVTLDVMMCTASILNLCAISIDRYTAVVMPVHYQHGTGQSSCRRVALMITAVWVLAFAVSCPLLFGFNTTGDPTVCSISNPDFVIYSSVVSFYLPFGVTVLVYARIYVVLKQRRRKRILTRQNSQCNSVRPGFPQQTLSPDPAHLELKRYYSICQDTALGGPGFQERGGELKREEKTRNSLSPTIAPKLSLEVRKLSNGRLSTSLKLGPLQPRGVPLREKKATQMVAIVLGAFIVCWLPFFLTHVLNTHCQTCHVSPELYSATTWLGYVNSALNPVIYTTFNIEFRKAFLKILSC
#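 Cells expressing the human receptor were seeded at 1500 cells/well, incubated overnight at 37 degrees C in 5% CO2, then exposed to library compounds with dopamine controls for 90 minutes at 37 degrees C before luminescent detection.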
# IL2 activator = activators of IL-2. IL-2 activation reporter assay, cell-based qHTS; stimulated with anti-CD3/CD4/CD28 beads; in transgenic mouse T cells. activation, % (series mostly up to about 46 µM). actives 0.065% (n = 360,000); in the data active = activation above about 50%; inconclusive = mostly about 30% to 49%; note: 0% is about no effect
#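 Unstimulated transgenic mouse T cells, 750 per well, received compound and, after 60 minutes, anti-CD3/anti-CD4 bead plus anti-CD28 stimulation. EGFP and DsRed were quantified after 18 hours.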
# PLK1 PBD block = blocks phosphopeptide binding to human PLK1 polo-box domain; P53350; Plk1 PBD binding of FITC phosphopeptide, fluorescence polarization; Potency, µM, without a hit: max response, negative = inhibition, actives largely listed as inhibitors; actives 2.8% (n = 360,000); AID 720504; note: potency is the fitted concentration of half-maximal effect; series mostly up to about 57 µM; % is set by controls: 0 for no effect and ±100 for the full control effect; nearly all actives have a fitted effect of over 65% in size
# Target sequence (P53350 whole entry, looked up, the tested form may be a part): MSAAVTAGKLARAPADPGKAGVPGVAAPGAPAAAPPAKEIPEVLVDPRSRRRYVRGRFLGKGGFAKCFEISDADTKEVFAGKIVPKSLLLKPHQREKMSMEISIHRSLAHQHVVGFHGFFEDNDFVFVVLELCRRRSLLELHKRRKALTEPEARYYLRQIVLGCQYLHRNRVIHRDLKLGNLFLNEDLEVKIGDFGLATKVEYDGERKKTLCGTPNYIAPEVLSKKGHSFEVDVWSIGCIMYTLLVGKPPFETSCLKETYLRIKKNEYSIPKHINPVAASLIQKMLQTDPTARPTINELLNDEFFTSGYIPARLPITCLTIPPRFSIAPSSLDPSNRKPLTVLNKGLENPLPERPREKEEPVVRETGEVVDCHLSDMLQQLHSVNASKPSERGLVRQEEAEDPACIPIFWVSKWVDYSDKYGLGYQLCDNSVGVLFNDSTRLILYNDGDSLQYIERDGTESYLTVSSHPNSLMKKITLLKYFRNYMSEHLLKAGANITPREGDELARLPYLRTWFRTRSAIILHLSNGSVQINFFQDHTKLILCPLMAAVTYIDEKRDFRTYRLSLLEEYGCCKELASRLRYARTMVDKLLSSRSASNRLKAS
# HEK293 tox = cytotoxicity counter-screen for GLP-1 receptor inverse agonists | HEK293 cAMP-luciferase reporter cells, luminescence, 24 h | Potency, µM (top dose mostly 38.3 µM), inactives show at the top dose activity change, negative = inhibition, actives largely listed as inhibitors | actives 0.13% (n = 410,000) | AID 624418;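 note: loss of luciferase light is scored as toxicity; potency is the fitted concentration of half-maximal effect; % is set by controls: 0 for no effect and ±100 for the full control effect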
#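 Seeding density was 200 cells/uL; after overnight-length (12 h) culture, 23 nL compounds went on for 24 h at 37 °C. Readout used a luciferase detection reagent, luminescence taken after 12 min at room temperature.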
# WRN inhibitor = inhibitors of human WRN helicase; Q14191; WRN helicase unwinding, fluorescent forked duplex, kinetic; Potency, µM (top dose mostly 114 µM), inactives show top-dose activity change, negative = inhibition, usual class: inhibitors; actives 0.46% (n = 360,000); note: potency is the fitted concentration of half-maximal effect; % is set by controls: 0 for no effect and ±100 for the full control effect; nearly all actives have a fitted effect of over 55% in size
#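 Screening of the MLSMR collection measured strand separation of a quenched forked DNA duplex (100 nM) by 20 nM WRN with 2 mM ATP, all final. Compounds were preincubated with enzyme 15 min at room temperature.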
# DRD3 agonist = activates the human D3 dopamine receptor; D3R DiscoveRx beta-arrestin cells, luminescence, 90 min; max activation, %; actives 0.58% (n = 410,000); AID 652048; in the data active = max activation above about 30%; note: 0% is about no effect; mostly tested at two doses, the higher about 12 µM
#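 Agonist mode: compounds and dopamine controls were applied to plated cells for 90 min at 37 degrees C after an overnight attachment at 1500 cells/well. Luminescent read-out followed 30 - 60 minutes at room temperature with DiscoveRx detection reagent.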
# GLP1R ag = activates the human GLP-1 receptor; HEK293 GLP-1R CRE-luciferase, luminescence, 4-6 h; cells express a hypersensitive GLP-1R form; Potency, µM (titrated, usually from 45.6 µM), for inactives: at the top dose activation, actives largely listed as activators; actives 0.007% (n = 380,000); AID 624172; note: potency is the fitted concentration of half-maximal effect; % of control where 0% means no effect
# GLP1R inv ag = acts as inverse agonist at human GLP-1 receptor | actives 1.6% (n = 410,000) | HEK293 GLP-1R CRE-luciferase, luminescence, 24 h; GLP-1R form is constitutively active | Potency, µM (top dose mostly 38.3 µM), for the others: top-dose activity change, negative = inhibition, usual class: inhibitors; note: potency is the fitted concentration of half-maximal effect; % is set by controls: 0 for no effect and ±100 for the full control effect; nearly all actives have a fitted effect of over 55% in size
#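 Using stably transfected HEK293 (constitutively active GLP-1R, cAMP-luciferase reporter), compounds were incubated 24 hr and luciferase measured by luminescence.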
# Active calls of the source: *; u = inconclusive; x = not tested or not shown; [ ] = another dose, or the depositor's remark. Unless noted, calls come from the whole dose curve; as a rule, active = well fitted curve in the direction sought with a large enough effect; inconclusive = small, poorly fitted or top-dose-only effect, or another doubt; inactive = no such curve, though single readings can be large; an effect the other way counts as inactive or inconclusive.
# The line under a structure holds: PI5P4Ka inh, D3 antag, IL2 activator, PLK1 PBD block, HEK293 tox, WRN inhibitor, DRD3 agonist, GLP1R ag, GLP1R inv ag
- CC(C)Nc1ncnc2c1ncn2[C@H]1CN(C2CCCC2)C[C@@H](CO)O1
  1, 0, 0.7, -10%, 2%, -1%, -5, 13%, 27%
- CNC(=O)CSc1n[nH]c(-c2cc(Cl)ccc2OC)n1
  2, 1, 0.4, -10%, 7%, -2%, 1, 1%, 11%
- Cc1cccc(C)c1Cn1c(C)c(C(=O)NCc2ccc([N+](=O)[O-])cc2)sc1=O
  7, u, -0.8, -9%, -10%, -6%[57.1 µM], -6, 0%, u
- COc1ccc(NC2CCCN(C(=O)CCCN3CCCCC3=O)C2)cc1 (centres undefined)
  -3, -2, -3.3, -8%, -9%, -7%, 1, 3%, -7%
- CN(C)c1ccc(S(=O)(=O)N2CCCCC2)cc1NC(=O)CCNC(=O)c1ccc(Cl)cc1
  -1, 2, -2.3, -4%, -13%, 7%, -1, 14%, -20%
- CCC(C)c1ccc(NC(=S)NC(C)C2CCCO2)cc1 (centres undefined)
  0, -2, 0.7, -16%, u, 9%, -1, -4%, u
- O=C(COc1ccccc1[N+](=O)[O-])OCC(=O)c1ccc(Br)s1
  u, 5, 1.3, -11%, -7%, -5%[11.6 µM], -3, 9%, -19%
- CCN1C(=O)[C@H]2[C@@H](c3ccc(C)cc3)N3C(=O)N(c4ccccc4)C(=O)[C@@]3(Cc3ccccc3)[C@H]2C1=O
  1, 2, 1.2, 2%, 0%, 6%, -7, 3%, 21%
- Clc1ccc(Nc2nc(N3CCOCC3)nc(N3CCOCC3)n2)cc1Cl
  -6, -4, -1.7, 6%, -1%, 3%, 4, -4%, -40%
- COCCCNC(=S)N1CCN(c2nc(-c3cccc(OC)c3)cs2)CC1
  5, 32, 1.1, -4%, -10%, -7%, 1, -6%, u
- O=C(COc1ccccc1Cl)Nc1cccc(S(=O)(=O)N2CCCC2)c1
  -1, 2, -0.5, -13%, 0%, -7%, 2, 2%, u
- Nc1ncnc2c1ncn2[C@@H]1O[C@H](CNCc2ccc(OCC(=O)Nc3nccs3)cc2)[C@@H](O)[C@H]1O
  1, 18, -0.6, -2%, -6%, 16%, -1, 8%, 8%
- COc1ccc(-n2c(=S)[nH]c3cc(C(=O)Nc4ccc(F)cc4)ccc3c2=O)c(OC)c1
  -13, -30, 0.0, -7%, -16%, -6%, -10, -3%, u
- CC1CC(N(C(=O)C2CC2)c2ccccc2)c2ccccc2N1C(=O)C1CC1 (centres undefined)
  3, 12, -2.7, 2%, -10%, -16%, 0, 0%, 0%
- CCc1nc2nc(C)c(NS(=O)(=O)c3ccc(Cl)cc3)c(=O)n2[nH]1
  0, -22, -0.2, -3%, -10%, -7%[57.1 µM], 0, 12%, -13%
- COc1ccccc1CNC(=O)[C@@H](NC(=O)C1CCN(C(=O)[C@@H]2CCCN2C(=O)OC(C)(C)C)CC1)C(C)C
  4, 9, -0.8, -11%, -7%, 5%, -5, 16%, -20%
- Cc1cccc2cc3c(N)c(C(=O)N4CCc5ccccc54)sc3nc12
  0, -25, 8.2, 1%, 49%[activator], 20%, -3, -1%, -30%
- Cc1ccc(NC(=O)CN(C)C(=O)Cn2cc(C(F)(F)F)cc(Cl)c2=O)cc1
  1, -11, -2.4, -8%, 4%, -32%, -6, 0%, 0%
- Cc1cc(NC(=O)CSc2nnc(-c3ccncc3)n2-c2ccc(F)cc2)no1
  0, 0, 1.1, -5%, -4%, -1%, -7, 5%, 4%
- Cc1cc(C)cc(CC(=O)N2CCC2(C)C(=O)NS(=O)(=O)Cc2ccccc2)c1 (centres undefined)
  4, -2, -0.2, -10%, 1%, 0%, -2, -7%, -6%
- CCOC(=O)C1=C(COC(=O)/C=C/c2cccc([N+](=O)[O-])c2)NC(=O)NC1C (centres undefined)
  1, 32, -2.1, 1%, -4%, -5%, 4, u, 49%[activator]
- Cc1ccc(NC(=O)C(C)OC(=O)CCNS(=O)(=O)c2ccc(C)cc2)cc1 (centres undefined)
  2, -10, -1.0, -9%, 13%[1.53 µM], u, -10, 6%, -16%
- COc1ccc(C(=O)N(C)Cc2ccccc2F)cc1S(=O)(=O)N1CCCC1
  3, 7, -0.2, 1%, 3%, 4%, -1, 5%, 4%
- Cc1cc(C(F)(F)F)nc(-n2cc(-c3cccc(N)c3)nn2)n1
  0, 47, 0.7, 5%, -19%, -1%[57.1 µM], 4, 1%, 40%[activator]
- CC/C(=N/O)C(=O)c1ccc(Br)cc1
  0, -3, 3.0, 7%, 1%, 12%[57.1 µM], -2, 5%, -26%
- Cc1ccc(C(=O)NCCNC(=O)c2ccco2)cn1
  0, -11, 1.2, -5%, -16%, 8%, 4, 13%, 2%
- O=[N+]([O-])c1cc(S(=O)(=O)NCCN2CCOCC2)ccc1Cl
  2, -4, 1.0, -11%, -15%, 12%, -6, 1%, 12%
- O=C(NCc1ccc(Cl)cc1)c1nccnc1CO
  -5, 22, 0.3, -9%, -21%, 20%, 2, 11%, 1%
- COc1ccc(S(=O)(=O)N2CCCCCC2)cc1C(=O)OC(C)C(N)=O (centres undefined)
  2, -30, -2.3, -14%, 2%, -12%, -5, 22%, 23%
- CCn1c(=O)c2ccccc2n2c(SCC(=O)N3CCc4ccccc4C3)nnc12
  x, 7, -1.0, -6%, -10%, 1%, -7, 0%, 3%
- CC(C)(C)n1nnnc1C(c1cccnc1)N1CCN(c2ccccn2)CC1 (centres undefined)
  1, -8, 0.0, -3%, -9%, -4%, 2, -2%, 13%
- O=C(O)c1ccc(-c2nc3ccccc3[nH]2)cc1
  -2, 10, 0.1, 4%, -2%, -7%, 0, -7%, 10%
- CC(=O)c1ccc(NC(=O)CCCN2C(=O)/C(=C/C(C)=C/c3ccccc3)SC2=S)cc1
  4, 7, 1.1, 4%, -8%, -8%, 3, -27%, -15%
- Cc1nnc(SCC(=O)NNC(=O)c2ccccc2)n1N
  3, -18, 0.4, 2%, 5%, 5%, -9, 2%, 17%
- O=S(=O)(Nc1nnc(C2CC2)s1)c1ccccc1
  3, 4, 1.4, u, 2%, 3%, -4, 0%, 18%
- Cc1ccc(-c2c(C(=O)N/N=C/c3cccc(Cl)c3)nnn2-c2nonc2N)cc1
  -13, -9, 2.2, -5%, 4%, 2%, -2, -3%, -1%
- Cc1ccccc1-c1cnc(C(O)c2ccc(Cl)cc2)[nH]1 (centres undefined)
  -7, -8, 1.8, -2%, 6%, -8%, -10, -2%, -8%
- Cc1ccc(C)c(S(=O)(=O)N2CCCC2CNC(=O)C(=O)NCc2ccccn2)c1 (centres undefined)
  7, -9, -0.3, 4%, -1%, -2%, -7, 6%, 3%
- COc1ccc(NC(=O)CN(C)S(=O)(=O)c2ccc(C)cc2)c([N+](=O)[O-])c1
  -9, 5, u, 4%, 39%[activator], -24%, 1, 1%, 7%
- O=S(=O)(NCCCN1CCN(c2ccccc2F)CC1)c1cccc2cccnc12
  2, -96*, -0.7, -5%, u, -5%, 5, -1%, u
- C/C=C/c1ccccc1OCc1ccc(C(=O)O)o1
  -1, 0, -0.8, -14%, 44%[activator], -2%, -7, -6%, 1%
- CCOC(=O)C1(C)CCCN(C(=O)c2ccc3c(c2)OCO3)C1 (centres undefined)
  7, -1, -0.5, -1%, 5%, -9%, 6, -7%, 16%
- CC(Oc1ccc(Br)cc1)C(=O)O/N=C(\N)c1ccncc1 (centres undefined)
  13, -5, 0.2, -1%, 8%, -3%, 10, 5%, u
- COCCSc1nnc(NS(=O)(=O)c2ccccc2)s1
  -17, 12, 1.5, u, -2%, 0%, 2, 1%, 17%
- CC(C)CN(CC(C)C)C1=N/C(=C\c2ccco2)C(=O)N1c1ccccc1
  -2, u, 1.3, -1%, 88%[activator], -17%, 2, -10%, u

# Reformatted as labelled records: part of the list above
Cc1ccccc1-c1cnc(C(O)c2ccc(Cl)cc2)[nH]1 (centres undefined)
  PI5P4Ka inh: -7
  D3 antag: -8
  IL2 activator: 1.8
  PLK1 PBD block: -2%
  HEK293 tox: 6%
  WRN inhibitor: -8%
  DRD3 agonist: -10
  GLP1R ag: -2%
  GLP1R inv ag: -8%

Cc1ccc(C)c(S(=O)(=O)N2CCCC2CNC(=O)C(=O)NCc2ccccn2)c1 (centres undefined)
  PI5P4Ka inh: 7
  D3 antag: -9
  IL2 activator: -0.3
  PLK1 PBD block: 4%
  HEK293 tox: -1%
  WRN inhibitor: -2%
  DRD3 agonist: -7
  GLP1R ag: 6%
  GLP1R inv ag: 3%

COc1ccc(NC(=O)CN(C)S(=O)(=O)c2ccc(C)cc2)c([N+](=O)[O-])c1
  PI5P4Ka inh: -9
  D3 antag: 5
  IL2 activator: u
  PLK1 PBD block: 4%
  HEK293 tox: 39%[activator]
  WRN inhibitor: -24%
  DRD3 agonist: 1
  GLP1R ag: 1%
  GLP1R inv ag: 7%

O=S(=O)(NCCCN1CCN(c2ccccc2F)CC1)c1cccc2cccnc12
  PI5P4Ka inh: 2
  D3 antag: -96*
  IL2 activator: -0.7
  PLK1 PBD block: -5%
  HEK293 tox: u
  WRN inhibitor: -5%
  DRD3 agonist: 5
  GLP1R ag: -1%
  GLP1R inv ag: u

# Next structures follow.
# The line under a structure holds: PI5P4Ka inh, D3 antag, IL2 activator, PLK1 PBD block, HEK293 tox, WRN inhibitor, DRD3 agonist, GLP1R ag, GLP1R inv ag
- COc1ccccc1CN(C)CC(=O)Nc1cccc(S(=O)(=O)N2CCCC2)c1
  -10, u, -1.0, 4%, -19%, u, -12, -3%, u
- COc1ccc(S(=O)(=O)N(C)C)cc1NC(=O)CSc1ncccn1
  u, -16, -1.5, 15µM*, -3%, -1%, -4, 4%, 9%
- COC(=O)CN1C(=O)[C@H]2[C@@H](C3CC3)N3C(=O)CN(Cc4ccc(-c5ccccc5)cc4)C(=O)[C@@]3(Cc3ccccc3)[C@H]2C1=O
  0, -26, 0.0, 3%, -2%, 0%, 0, 5%, -18%
- O=C(O)Cc1sc(Nc2ccc(Cl)cc2)nc1-c1cccs1
  -4, 7, -0.3, u, 34%[activator], -6%, -4, 8%, u
